esBAF inh: SWI/SNF esBAF complex inhibition. reporter increase, % at 12.5 µM. 350,000 compounds, 2% hits. mouse ES cells, Bmi1-luciferase knock-in reporter, 24 h; 100% = twice the neutral-well signal. AID 602393; in the data active means activation above about 40%;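 further: 0% = median of the plate's neutral control wells and 100% = double that signal; a rise in the Bmi1 reporter signal indicates esBAF inhibition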
ARNT-TACC3 inh: disruptors of human ARNT/TACC3 interaction. Q9Y6A5. AlphaScreen His-ARNT PAS-B/GST-TACC3 binding, luminescence; TACC3 fragment carries E629A point mutation. inhibition, % at 9.99 µM. 390,000 compounds, 0.66% hits;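 active means mean inhibition of replicates at least 50% and at least half of replicates each reaching 50%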;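 further: 0% = complete ARNT plus TACC3 wells and 100% = ARNT alone without TACC3; many hits fall short of the cut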
miR122 inh: blocks miR-122 activity in Huh7 sensor cells | Huh7 miR-122 Renilla luciferase sensor, 48 h; neutral wells = 0, positive control = 100 | 340,000 compounds, 0.3% hits | activation (reporter increase), % at 12.5 µM | AID 602342;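 active means mean replicate activation score at least 90 and every replicate individually at or above 90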;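 further: higher luciferase means less miR-122 activity so hits act as miR-122 inhibitors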
ERp5 inh: inhibitors of human ERp5; Q15084; ERp5 insulin aggregation, absorbance 650 nm, 90 min; inhibition, % at 9.99 µM; 350,000 compounds, 0.05% hits;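 active means mean replicate inhibition above about 25%, with every replicate also reaching it, limit read from the data, passing the limit was not always enough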
Target sequence (Q15084 whole entry, looked up): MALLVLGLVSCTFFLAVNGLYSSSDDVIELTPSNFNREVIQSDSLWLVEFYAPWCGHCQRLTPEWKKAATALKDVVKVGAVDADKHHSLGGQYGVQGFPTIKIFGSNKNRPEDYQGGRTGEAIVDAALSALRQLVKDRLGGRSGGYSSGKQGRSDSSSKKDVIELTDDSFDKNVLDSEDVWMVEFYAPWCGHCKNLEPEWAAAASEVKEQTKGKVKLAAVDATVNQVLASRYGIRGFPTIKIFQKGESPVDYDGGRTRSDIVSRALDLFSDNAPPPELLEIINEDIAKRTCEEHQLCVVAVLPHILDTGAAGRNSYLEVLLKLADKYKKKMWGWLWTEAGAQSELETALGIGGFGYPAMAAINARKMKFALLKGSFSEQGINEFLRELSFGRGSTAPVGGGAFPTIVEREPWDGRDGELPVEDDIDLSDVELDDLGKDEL
Cneo AK release: Cryptococcus neoformans lysis via adenylate kinase release | 360,000 compounds, 0.2% hits | C. neoformans lysis, adenylate kinase release luminescence, 4 h; normalised: neutral wells 0, clomiphene wells 100 | AID 651654 | lysis activity, % at 15 µM;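 active means mean lysis activity across replicates of at least 80%, whatever share of replicates individually reach that level; inactive means mean lysis activity below 80%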
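Material: C. neoformans cells | Amount: Yeast cell density of 5 × 10^6 cells/mL | Medium: Fresh YPD growth medium | Dosing: Single dose | Times: Static 4 h at 37 °C with compound, 1 h detection | Detection: AK luminescence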
SIRT5 inh: sirtuin-5 (human) deacylase inhibition; AID 652115; 330,000 compounds, 1.1% hits; Purified SirT5, succinyl-peptide AMC, trypsin-coupled fluorescence; inhibition, % at 15 µM; in the data active means inhibition above about 15%
Target sequence (Q9NXA8 whole entry, looked up): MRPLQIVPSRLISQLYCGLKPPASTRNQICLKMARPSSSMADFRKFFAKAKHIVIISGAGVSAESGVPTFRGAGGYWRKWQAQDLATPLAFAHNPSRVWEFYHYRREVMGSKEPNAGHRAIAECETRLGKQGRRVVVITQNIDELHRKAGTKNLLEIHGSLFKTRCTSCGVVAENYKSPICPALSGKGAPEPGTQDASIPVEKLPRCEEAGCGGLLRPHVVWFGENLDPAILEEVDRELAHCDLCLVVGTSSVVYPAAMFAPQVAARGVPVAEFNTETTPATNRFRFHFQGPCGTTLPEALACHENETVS
Statin myotox sup: suppression of simvastatin myotoxicity; 330,000 compounds, 0.78% hits; rescue of ATP level, % at 7.49 µM; C2C12 myotubes + simvastatin, ATP luminescence, 48 h; scaled: DMSO 0, geranylgeraniol control 100;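 active means mean ATP rescue above about 67%, or every replicate alone reaching that limit, limit read from the data, passing the limit was not always enough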;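 further: myotubes were challenged with 10 µM simvastatin during compound exposure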
* hit, by the source's call; . = not tested or not shown; & = joins results of further samples; [ ] = another dose, or the depositor's remark.

Field names: A = esBAF inh; B = ARNT-TACC3 inh; C = miR122 inh; D = ERp5 inh; E = Cneo AK release; F = SIRT5 inh; G = Statin myotox sup
Cc1cc(C(=O)Nc2cccc3c2O[C@H](CN(C)Cc2ccccc2)[C@@H](C)CN([C@@H](C)CO)C3=O)n(C)n1
  A = -4 | B = 10 | C = 6[16.7 µM] | D = -4 | E = 1 | F = -1 | G = -2
N#CC(=C=[N-])c1nc2ccccc2nc1-[n+]1ccccc1
  A = . | B = 1&-7 | C = . | D = -13 | E = . | F = 1 | G = .
Cc1ccc(NC(=O)c2cc(S(=O)(=O)N3CCOCC3)c(Br)s2)cc1
  A = . | B = -5 | C = . | D = 3 | E = . | F = 0 | G = .
O=C(C=Cc1ccco1)c1cc(Cl)ccc1O
  A = 4 | B = 3 | C = -1 | D = -2 | E = 0 | F = 0 | G = 1
Cc1ccc(S(=O)(=O)Nc2ccc3c(c2)CC(=O)N([C@@H](C)CO)C[C@@H](C)[C@H](CN(C)S(=O)(=O)c2cccs2)O3)cc1
  A = 10 | B = -4 | C = 35[16.7 µM] | D = 3 | E = 5 | F = 2 | G = -11
CCSc1nnc(NC(=O)c2cccc3ccccc23)s1
  A = 1 | B = 0 | C = 7 | D = -9 | E = 1 | F = -2 | G = 2
CCN(C[C@H]1N[C@@](Cc2ccccc2)(C(=O)OC)[C@H]2C(=O)N(C)C(=O)[C@@H]12)C(=O)Nc1ccc(Cl)cc1
  A = 0 | B = 0 | C = -9 | D = 0 | E = 0 | F = -3 | G = -2
CN(CC(=O)Nc1ccccc1Cl)C(=O)CSc1nncn1C
  A = 5 | B = 1 | C = 4 | D = 0 | E = 2 | F = 2 | G = 6
C[C@H](NC(=O)OC(C)(C)C)c1nnc(SCC(=O)c2ccc(Cl)cc2)o1
  A = -6 | B = -13 | C = -5 | D = . | E = 0 | F = . | G = -4
C[C@@H]1CCCCO[C@H](CN(C)Cc2ccc3c(c2)OCO3)[C@@H](C)CN([C@H](C)CO)C(=O)c2cc(NC(=O)c3ccccc3)ccc2O1
  A = 1&-4 | B = -8 | C = 2 | D = 4&-3 | E = 0&-3 | F = -4&-1 | G = -29
CSc1cccc(NC(=O)COc2cccc3ccccc23)c1
  A = 4 | B = -17 | C = -1 | D = . | E = 2 | F = . | G = 7
CNC(=O)COC(=O)c1cc(-c2ccc(OC)cc2)nc2ccccc12
  A = . | B = 8 | C = . | D = 8 | E = . | F = -2 | G = .
O=C(NCc1cccc(F)c1)C1CCC(=O)N(CC2CCCCC2)C1 (stereo unspecified)
  A = 1 | B = 0 | C = 0 | D = -1 | E = 1 | F = -1 | G = -3
CCCN(CCO)Cc1ccc2ccccc2c1
  A = 0 | B = -13 | C = 3 | D = -1 | E = 2 | F = 0 | G = -15
CC1(C(=O)Nc2ccc3c(c2)OCO3)CCN1Cc1csc2ccccc12 (stereo unspecified)
  A = 7 | B = . | C = -1 | D = 0 | E = 0 | F = . | G = 25
O=C(Nc1nnc(C(F)(F)F)s1)c1ccc(Br)s1
  A = 11 | B = -3 | C = 14 | D = 0 | E = -3 | F = 3 | G = -25
Cc1cc(Cc2ccc([N+](=O)[O-])cc2)c(C)cn1
  A = -3 | B = 23 | C = 1 | D = -6 | E = 2 | F = 1 | G = 7
CC(C)NC(=O)N[C@H]1CC[C@H](CC(=O)N2CCCCC2)O[C@H]1CO
  A = 3 | B = -4 | C = -13[16.7 µM] | D = 4 | E = 1 | F = 4 | G = 12
COCC(=O)N(C[C@@H]1N[C@@H](CO)[C@H]1c1ccc(C2=CCCCC2)cc1)C(C)C
  A = -5 | B = -1 | C = -14[16.7 µM] | D = -2 | E = 7 | F = 4 | G = -14
COc1ccc(NC(=S)N2CCN(C(=O)c3ccco3)CC2)cc1OC
  A = 7 | B = -1 | C = 0 | D = 1 | E = -1 | F = -5 | G = -1
CCOc1cc(/C=C2/SC(=O)N(CC(=O)N3CCc4ccccc4C3)C2=O)ccc1OCC(=O)O
  A = -5 | B = 4 | C = -3 | D = . | E = -2 | F = . | G = .
COc1ccc(OC)c(Nc2nc3nonc3nc2N2CCCCC2)c1
  A = -4 | B = -11 | C = 10 | D = . | E = -13 | F = . | G = -17
O=C(NCC(c1cccnc1)N1CCN(c2ccccc2F)CC1)c1ccccc1 (stereo unspecified)
  A = -3 | B = 1 | C = -6 | D = 0 | E = -4 | F = -7 | G = 3
CC(=O)N1[C@H](CN(C)C(=O)CN2CCOCC2)[C@@H](c2ccccc2)[C@@H]1CO
  A = -3 | B = -12 | C = 0[16.7 µM] | D = -3 | E = 2 | F = -5 | G = 4
Cn1cnc(S(=O)(=O)N[C@@H]2CC[C@H](CC(=O)Nc3ccccc3)O[C@@H]2CO)c1
  A = -5 | B = -9 | C = . | D = 4 | E = -5 | F = -6 | G = -4

Quoted from the listing.
In SIRT5 inh, `CCCN(CCO)Cc1ccc2ccccc2c1` has 0
In Cneo AK release, `C[C@H](NC(=O)OC(C)(C)C)c1nnc(SCC(=O)c2ccc(Cl)cc2)o1` has 0

(cont.)
Field names: A = esBAF inh; B = ARNT-TACC3 inh; C = miR122 inh; D = ERp5 inh; E = Cneo AK release; F = SIRT5 inh; G = Statin myotox sup
CCCOc1ccc(C(=O)CCC(=O)OCC(=O)N2CCN(S(=O)(=O)c3ccc(C)cc3C)CC2)cc1
  A = 2 | B = -7 | C = . | D = -1 | E = -1 | F = -4 | G = 1
CCOc1ccc(NC(=O)CSc2nc3ccccc3c(=O)n2CCCC(=O)NCCCN2CCCC2=O)cc1
  A = -6 | B = 0 | C = -5 | D = -7 | E = 2 | F = -1 | G = 14
O=C(NCCc1ccccc1)c1ccc2nc(N3CCOCC3)sc2c1
  A = 26 | B = -1 | C = 0 | D = 1 | E = 0 | F = -4 | G = -23
CCOC(=O)C1CCN(S(=O)(=O)c2ccc(C(C)=O)cc2)CC1
  A = 5 | B = -5 | C = 1 | D = . | E = 14 | F = . | G = -1
O=C(NC(=S)Nc1nc(-c2ccccc2)cs1)c1cccnc1
  A = . | B = 0 | C = -4 | D = 3 | E = . | F = 0 | G = .
O=S(=O)(Nc1nc2ccccc2s1)c1cc(F)ccc1F
  A = -5 | B = -6 | C = . | D = -8 | E = -1 | F = 0 | G = 1
Cc1ccc(NC(=O)c2ccc(S(=O)(=O)N3CCOCC3)cc2)nc1
  A = 4 | B = 0 | C = 216* | D = . | E = 1 | F = . | G = 2
CCOc1ccc(C2C(C(=O)c3ccco3)=C(O)C(=O)N2CCCn2ccnc2)cc1OCC (stereo unspecified)
  A = 21 | B = 11 | C = 1 | D = . | E = 3 | F = 2 | G = 0
CCc1nc2ccc(C(=O)NCCN3CCNC3=O)cn2c1N(C)Cc1ccc(OC)cc1
  A = -7 | B = . | C = 1 | D = -3 | E = 0 | F = -8 | G = -9
O=C(NCc1ccccc1)c1ccccc1Br
  A = 4 | B = -5 | C = 2 | D = 1 | E = 3 | F = 0 | G = -6
O=c1[nH]n2c(=O)c3c([nH]c2c1N=Nc1cccc(Cl)c1)CCCC3
  A = 0 | B = 16 | C = 0 | D = . | E = -3 | F = . | G = -7
Cc1ccc(NC(=O)C(C)OC(=O)c2n[nH]c3ccccc23)cc1 (stereo unspecified)
  A = 31 | B = -14 | C = -2 | D = -3 | E = -2 | F = 0 | G = 4
OC[C@@H]1[C@@H](c2ccc(-c3cccc(F)c3)cc2)[C@H]2CN(CCC(F)(F)F)CCCCN12
  A = -8 | B = 0 | C = 0[16.7 µM] | D = 0 | E = 11 | F = -2 | G = -7
CC(=O)C1=C(C)N(CC2CC2)C(=O)N[C@H]1c1ccc(Br)cc1
  A = -1 | B = . | C = 1 | D = -4 | E = 0 | F = 1 | G = 5
O=C(Nc1ccccc1)Nc1ccc2c(c1)[C@@H]1C[C@H](CC(=O)N3CCCCC3)O[C@H](CO)[C@@H]1O2
  A = 4 | B = -11 | C = 1[16.7 µM] | D = -1 | E = 3 | F = 2 | G = 4
Cn1c(=O)c2c(ncn2CC(=O)NC(C)(C)C)n(C)c1=O
  A = 3 | B = 2 | C = . | D = 0 | E = 0 | F = -5 | G = -9
Cc1cc(C)nc(NS(=O)(=O)c2ccc(NC(=O)Cc3ccccc3F)cc2)n1
  A = -1 | B = 0 | C = 3 | D = 16 | E = 1 | F = -2 | G = 11
COc1ccc(N2CCN(C(=O)CCC(=O)N3CC(C)Oc4ccccc43)CC2)cc1 (stereo unspecified)
  A = -4 | B = 10 | C = 3 | D = -7 | E = 0 | F = 1 | G = 5
C[C@@H]1CN([C@H](C)CO)S(=O)(=O)c2ccc(C#Cc3ccncc3)cc2O[C@@H]1CN(C)CC1CC1
  A = 7 | B = 7 | C = 11[16.7 µM] | D = 3 | E = -1 | F = -2 | G = 22
O=C(NCc1ccccc1)c1cc(C2CCCN(C(=O)CCCc3ccccc3)C2)on1 (stereo unspecified)
  A = 5 | B = . | C = 3 | D = 5 | E = -1 | F = 0 | G = 6
O=C(CSc1ncccc1-c1nc2ccccc2[nH]1)N1CCN(c2ccccc2F)CC1
  A = -18 | B = 3 | C = 1 | D = . | E = 6 | F = . | G = 31
Cc1cccc(C)c1NC(=O)CNc1ccccc1
  A = 7 | B = -16 | C = 0 | D = . | E = 1 | F = . | G = 2
O=C1OC(=O)c2c(Br)c(Br)c(Br)c(Br)c21
  A = -1 | B = . | C = -2 | D = 5 | E = 3 | F = . | G = -7
COc1ccc(CCn2c(NN=C3CCCC3)nc3c2c(=O)[nH]c(=O)n3C)cc1
  A = . | B = 4 | C = -4 | D = -2 | E = 1 | F = 2 | G = .
COc1ccc(C(=O)O)cc1S(=O)(=O)N(C)CCc1ccccn1
  A = 4 | B = -2 | C = -16 | D = -1 | E = -3 | F = -3 | G = -5

Seven successive records from above, quoted:
Field names: A = esBAF inh; B = ARNT-TACC3 inh; C = miR122 inh; D = ERp5 inh; E = Cneo AK release; F = SIRT5 inh; G = Statin myotox sup
C[C@@H]1CN([C@H](C)CO)S(=O)(=O)c2ccc(C#Cc3ccncc3)cc2O[C@@H]1CN(C)CC1CC1
  A = 7 | B = 7 | C = 11[16.7 µM] | D = 3 | E = -1 | F = -2 | G = 22
O=C(NCc1ccccc1)c1cc(C2CCCN(C(=O)CCCc3ccccc3)C2)on1 (stereo unspecified)
  A = 5 | B = . | C = 3 | D = 5 | E = -1 | F = 0 | G = 6
O=C(CSc1ncccc1-c1nc2ccccc2[nH]1)N1CCN(c2ccccc2F)CC1
  A = -18 | B = 3 | C = 1 | D = . | E = 6 | F = . | G = 31
Cc1cccc(C)c1NC(=O)CNc1ccccc1
  A = 7 | B = -16 | C = 0 | D = . | E = 1 | F = . | G = 2
O=C1OC(=O)c2c(Br)c(Br)c(Br)c(Br)c21
  A = -1 | B = . | C = -2 | D = 5 | E = 3 | F = . | G = -7
COc1ccc(CCn2c(NN=C3CCCC3)nc3c2c(=O)[nH]c(=O)n3C)cc1
  A = . | B = 4 | C = -4 | D = -2 | E = 1 | F = 2 | G = .
COc1ccc(C(=O)O)cc1S(=O)(=O)N(C)CCc1ccccn1
  A = 4 | B = -2 | C = -16 | D = -1 | E = -3 | F = -3 | G = -5

(list continues)
Field names: A = esBAF inh; B = ARNT-TACC3 inh; C = miR122 inh; D = ERp5 inh; E = Cneo AK release; F = SIRT5 inh; G = Statin myotox sup
COc1ccc(CCN=Cc2c(C)[nH]n(-c3ccc([N+](=O)[O-])cc3)c2=O)cc1OC
  A = . | B = -5 | C = . | D = 0 | E = . | F = 0 | G = .
COc1ccccc1NS(=O)(=O)CC12CCC(CC1=O)C2(C)C (stereo unspecified)
  A = 1 | B = -6 | C = -5 | D = . | E = 1 | F = . | G = 1
Cc1cccc(NC(=O)CNC(=O)c2ccc(-n3cncn3)c([N+](=O)[O-])c2)c1C
  A = -5 | B = -3 | C = -3 | D = -5 | E = -1 | F = -1 | G = 5
COc1ccc(-c2cc(CCCC(=O)NCCc3ccc(OC)cc3OC)no2)cc1
  A = -4 | B = -5 | C = -8 | D = . | E = . | F = . | G = -21
CCCCNC(=S)Nc1ccc(Oc2ccccc2)cc1
  A = -10 | B = 6 | C = 30 | D = 4 | E = 4 | F = . | G = 29
O=[N+]([O-])CC1(n2nc3ccccc3n2)CCCCC1
  A = -6 | B = 1 | C = 6 | D = . | E = 4 | F = . | G = -3
Cc1ccc2nc(SCC(=O)Nc3cccc(S(=O)(=O)NC4=NCCCCC4)c3)[nH]c2c1
  A = . | B = 7 | C = . | D = 5 | E = . | F = 8 | G = .
